Screening data deposited in PubChem by several laboratories.
bIAP activator – bovine intestinal alkaline phosphatase activators, primary screen, biochemical, bovine IAP, CDP-star luminescence; alkaline phosphatase, intestinal [Bos taurus]; purified bovine IAP, 30 min; stronger effect = higher value; fold of DMSO-control signal, blank-subtracted; activation factor at 20 µM; hit rate 0.17% among 200,000;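 active means activation factor of 2 or more at 20 µM, a signal rise over negative controls twice the positive control's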
PMI act – activators of human PMI, primary screen, biochemical, fluorescence intensity, near-Km mannose 6-phosphate | AID 1214, 2008 | hit rate 0.005% among 190,000 | Mannose-6-phosphate isomerase (Homo sapiens), P34949 | purified human PMI, coupled resazurin fluorescence, 20 min; stronger effect = higher value; 1 = vehicle control, 0 substrate-free wells | activation factor at 20 µM;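 active means activation factor of 2 or more at 20 µM, relative to plate controls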
Target sequence (P34949 whole entry, looked up): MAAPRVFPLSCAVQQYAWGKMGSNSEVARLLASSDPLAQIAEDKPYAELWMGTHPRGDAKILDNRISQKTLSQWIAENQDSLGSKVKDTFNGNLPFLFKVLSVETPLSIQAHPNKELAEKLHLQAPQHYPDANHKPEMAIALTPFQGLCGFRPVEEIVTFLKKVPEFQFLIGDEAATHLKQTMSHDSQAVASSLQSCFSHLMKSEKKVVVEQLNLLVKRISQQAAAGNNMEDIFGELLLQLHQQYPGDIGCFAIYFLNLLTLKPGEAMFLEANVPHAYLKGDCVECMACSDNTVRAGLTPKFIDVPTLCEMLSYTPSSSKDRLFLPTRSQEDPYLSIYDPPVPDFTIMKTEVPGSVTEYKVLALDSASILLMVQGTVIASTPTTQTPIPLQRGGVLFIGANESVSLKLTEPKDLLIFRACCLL
TNAP inh no acc – human TNAP enzyme inhibitors, primary screen, biochemical, luminescent, no phosphate acceptor, uHTS | inhibition, % at 20 µM | purified TNAP, CDP-star luminescence, 30 min | AID 1012, 2008 | hit rate 0.26% among 200,000;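 active means tissue-nonspecific alkaline phosphatase inhibition above about 50% at 20 µM in the single-dose screen, limit read from the data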;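 further: 0% = DMSO negative control and 100% = EDTA positive control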
PMI act hi M6P – human PMI activators, high substrate, primary screen, biochemical, fluorescence intensity, near-saturating mannose 6-phosphate. Mannose-6-phosphate isomerase (Homo sapiens), P34949. coupled PMI enzyme assay, resazurin fluorescence, 20 min; stronger effect = higher value; 1 = untreated enzyme, 0 = substrate-free blank. activation factor at 20 µM. hit rate 0.34% among 190,000. AID 1216, 2008;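 active means activation factor of 2 or more at 20 µM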
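assay system = human phosphomannose isomerase with PGI, G6PDH, diaphorase coupling enzymes | quantity = 15 ng/mL PMI | incubation = enzyme reaction with compound 20 min at room temperature | medium = HEPES pH 7.4 buffer with MgCl2 and Tween-20 | compound dosing = one concentration, 20 µM, in 1% DMSO | measured by = Diaphorase-driven resazurin-to-resorufin fluorescence, excitation 544, emission 590 nm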
TNAP act hi DEA – TNAP activators at high phosphate acceptor level, primary screen, biochemical, luminescence, uHTS; Alkaline phosphatase, tissue-nonspecific isozyme (Homo sapiens), P05186; purified TNAP, CDP-star luminescence, 1 M DEA, 30 min; stronger effect = higher value; 0 = EDTA background, 1 = DMSO-only activity; activation factor at 20 µM; 200,000 tested, under 10 active; AID 1136, 2008;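 active means activation factor at least 2 at 20 µM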
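Control set: EDTA negative control, DMSO positive control / Assay system: human TNAP / Quantity: TNAP 1/800 final / Evaluation: TNAP activation factor scaled between EDTA and DMSO control wells / Measured by: luminescent substrate turnover signal / Compound dosing: one dose, 20 µM / Times: 30 min enzyme reaction at room temperature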
APP 5'UTR act – activators of APP 5'UTR luciferase reporter, primary screen, SH-SY5Y cells. activation, % at 2 µM. SH-SY5Y APP 5'UTR luciferase reporter, luminescence; zero percent = DMSO vehicle wells. AID 1276, 2008. hit rate 1% among 190,000;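 active means activation above a set limit, based on mean plus 3 SD of controls, cut at about 140% in these data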; further: values of inactives mirror those of a sister screen read the other way
FLuc act counter – FLuc activators, initial screening, artefact control for FLuc-dependent activation tests, biochemical, ATPlite luminescence. Luciferin 4-monooxygenase (Photinus pyralis), P08659. ATPlite luciferase biochemical, 10 min; 0 = ATP-free wells, 1 = DMSO control. activation factor at 10 µM. 200,000 tested, under 10 active;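 active means luciferase activation factor, scaled between plate controls, of at least 2 with compound at 10 µM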
Target sequence (P08659 whole entry, looked up): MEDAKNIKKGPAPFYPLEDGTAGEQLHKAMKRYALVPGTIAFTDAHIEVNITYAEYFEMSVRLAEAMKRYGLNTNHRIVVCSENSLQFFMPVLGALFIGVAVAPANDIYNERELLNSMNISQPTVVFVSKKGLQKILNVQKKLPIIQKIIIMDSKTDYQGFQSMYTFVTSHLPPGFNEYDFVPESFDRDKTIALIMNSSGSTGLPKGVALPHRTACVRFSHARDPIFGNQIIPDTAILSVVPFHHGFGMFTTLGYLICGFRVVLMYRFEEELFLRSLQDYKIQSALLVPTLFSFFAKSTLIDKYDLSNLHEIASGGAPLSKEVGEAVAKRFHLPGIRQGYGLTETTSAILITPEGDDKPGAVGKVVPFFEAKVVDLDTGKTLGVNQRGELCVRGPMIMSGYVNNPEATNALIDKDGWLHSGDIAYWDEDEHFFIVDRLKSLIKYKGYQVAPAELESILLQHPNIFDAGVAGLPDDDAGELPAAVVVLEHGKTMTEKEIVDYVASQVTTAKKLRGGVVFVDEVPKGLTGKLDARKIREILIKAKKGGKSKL
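Assay system: Luciferase/luciferin detection reagent, cell-free biochemical luciferase assay / Read-out: luciferase activation / Benchmarks: No-ATP low control, compound-free enzyme-plus-ATP high control / Medium: PBS buffer for ATP / Detection: luminescence measurement of luciferase light output / Schedule: 10 min at ambient temperature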
FLuc inh counter – firefly luciferase enzyme inhibitors, primary screen, artefact control for luciferase-based inhibitor screens, biochemical, luminescence, ATPLite; hit rate 1.5% among 200,000; 10 min; inhibition, % at 10 µM;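 active means inhibition above about 50% when tested at 10 µM, limit read from the data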
NF-kB expr up – activators of NF-kB expression in neurons, primary screen, cell-based, HTS. human neuronal cells, NF-kB reporter expression; stronger effect = higher value. fold change at 12.5 µM. hit rate 1.6% among 190,000; in the data active means fold change above about 3.3
TNAP inh hiacc – human TNAP enzyme inhibitors, primary screen, biochemical, luminescent, high phosphate acceptor level, uHTS. Alkaline phosphatase, tissue-nonspecific isozyme (Homo sapiens), P05186. purified TNAP, CDP-star luminescence, 1 M DEA. inhibition, % at 20 µM. hit rate 0.03% among 200,000. AID 1135, 2008;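 active means over 50% inhibition of tissue-nonspecific alkaline phosphatase at 20 µM in the single-dose screen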;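 further: plate controls were DMSO wells for no effect and EDTA-quenched wells as full inhibition for full effect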
* marks the source's active call; other numbers are inactive results; x = no result given.

molecule	bIAP activator	PMI act	TNAP inh no acc	PMI act hi M6P	TNAP act hi DEA	APP 5'UTR act	FLuc act counter	FLuc inh counter	NF-kB expr up	TNAP inh hiacc
COc1ccc(CN(C)CC(=O)Nc2ccc(SC(F)F)cc2)cc1OC	1.1	0.9	-12.0	1	1	-13.4	1.1	-6.2	1.09	0.9
O=C1C(=O)N(CCO)C(c2ccccc2)/C1=C(\O)c1ccccc1 (configuration not stated)	1	1.1	-16.6	1.1	1	x	1.1	-7.2	1	-3.8
COC(=O)COc1ccc(S(=O)(=O)N2CCc3ccccc3C2)cc1C	0.9	1	3.8	1	1	-3.0	1.1	-8.2	1	-4.0
CCOC(=O)C(C)NC(=O)C(NC(=O)C1CCC(CC)CC1)C(C)C (configuration not stated)	1.1	1	-13.5	1	1	-27.0	1.1	-7.1	1.36	-4.6
CCc1nnc(NC(=O)CSc2nc3cc4c(cc3cc2C)OCCO4)s1	1.1	1.1	-10.5	1.1	1	3.7	1.1	-8.6	1.29	-4.4
Cn1cc(SCC(=O)NCC2CCCO2)c2ccccc21 (configuration not stated)	0.9	0.8	-11.6	0.9	1	8.1	1	-3.1	0.93	-0.5
CC(=O)NCCC(=O)Nc1nc(-c2ccccc2Cl)cs1	1	1.1	-7.9	1.1	1	26.6	1.1	-6.9	1.16	1.5
COc1ncccc1C(=O)N1CCCC(C(=O)c2cc(F)ccc2F)C1 (configuration not stated)	1.1	0.9	-4.5	1	1	3.6	1.1	-5.9	1.15	-0.7
C=CCNC(=O)CC(=O)N/N=C/c1ccc(F)cc1	1.2	1	-2.7	1	1	-6.6	1	-3.6	0.96	1.4
Cc1nn(Cc2c(F)cccc2Cl)c(C)c1[N+](=O)[O-]	1.1	1	-1.6	1	1.1	8.8	1.1	-7.1	x	-5.8
CC1CCCCC1NC(=O)COC(=O)COc1ccccc1Cl (configuration not stated)	1.1	1.2	0.7	1.1	1.1	-12.1	1	-1.1	1.12	-6.6
CCn1c(CSc2nc3ccccc3s2)nnc1SCC(=O)OC(C)(C)C	0.9	0.9	-4.0	1	1	2.1	1	-2.0	1.11	2.1
O=C(CN(CCc1ccccc1)S(=O)(=O)c1ccc(Cl)cc1)N/N=C/c1ccc2c(c1)OCO2	0.8	0.8	-9.5	0.9	1.1	4.8	1	-1.9	1.15	-6.2
O=C(CCCN1C(=O)c2ccccc2C1=O)NC1=NCCS1	1	0.9	-6.4	0.9	1	3.4	1	1.2	1.21	-0.7
CCCOc1ccc(N2C(=O)CC(N(CCc3ccc(S(N)(=O)=O)cc3)C(C)=O)C2=O)cc1 (configuration not stated)	1	1.1	-3.8	1.1	1.1	5.1	1.1	-12.7	1.12	-8.8
C=CCN1C(=O)/C(=C2/Sc3ccccc3N2C)SC1=Nc1ccccc1C	1	0.9	-0.9	1	1	-2.0	1.1	-6.0	1.43	-4.0
C/C(CS(=O)(=O)c1ccccc1)=N\O	1	0.9	-5.2	1	1	8.3	1.1	-7.0	0.99	-4.0
Cn1cnnc1SCC(=O)c1c[nH]c2ccccc12	1	1.1	11.5	1	1.1	22.9	1.1	-7.2	1.36	-5.4
C=CCNC(=S)Nc1ccc(Cl)c(S(=O)(=O)N2CCOCC2)c1	1	1.1	-8.6	1.1	1	-7.2	1.1	-5.0	1.07	-4.6
CCC(C)N1C(=O)C2C(C(=O)Nc3cccc(OC)c3)C3C=CC2(O3)C1C(=O)NC1CCCCC1C (configuration not stated)	1.3	1	-10.5	0.9	1.1	7.1	1	-2.1	0.94	-5.0
CC(=O)Nc1ccc(SCC(=O)N(CCC#N)c2ccc(C)cc2)cc1	1	1.1	0.9	1.1	1	0.9	1.1	-9.3	1.18	-3.7
CC(C)CC(NC(=O)c1ccccc1NC(=O)c1ccccc1)C(=O)O (configuration not stated)	1.1	1.3	-4.4	1.1	1	8.6	0.9	5.9	1.36	1.4
COc1cc(/C=C/c2c([N+](=O)[O-])c(=O)n(C)c(=O)n2C)cc(OC)c1OC	1	1	-6.3	1	1	0.6	1	-3.5	1.47	-2.3
Cc1cccc(-c2nnc(NC(=O)c3ccc(Cl)cc3)o2)c1	1	1.3	-14.0	1.5	1	10.1	1	-3.3	0.95	-1.4
Cc1cc(Br)ccc1NC(=O)C1CCCO1 (configuration not stated)	0.9	0.9	-16.5	1	1	-29.7	1.1	-6.6	1.18	-1.2
CCOc1ccc(C2=Nc3ccc(Br)cc3C(c3ccc(N4CCOCC4)cc3)=NN2)cc1	0.9	1.3	-2.5	1.6	1	30.4	0.9	9.1	2.04	-0.3
COc1cc(C2Nc3ccccc3C(=O)N2c2ccccc2)c(Br)cc1OCC(=O)O (configuration not stated)	1	1.2	-8.5	1.2	1	-10.9	1.1	-5.9	1.1	-2.5
O=C(NCC1CCCO1)c1ccc(S(=O)(=O)N2CCCCC2)cc1 (configuration not stated)	0.9	1	-13.2	1	1	5.3	1	-3.3	0.98	-4.8
Cn1cnnc1SCC(=O)Nc1cccc(S(=O)(=O)N2CCCCCC2)c1	0.9	1.1	-12.5	0.9	1	9.3	1	3.5	0.93	-0.3
COCC1CCN(Cc2nc(-c3ccc(OC)cc3)no2)CC1	0.9	0.8	-12.0	0.7	1	-4.1	1	-3.8	1.02	-4.8
Nn1c(Cc2cccc3ccccc23)nnc1SCc1c(Cl)cccc1Cl	1	0.8	-18.9	0.9	1	-14.6	1	-0.3	0.81	-3.9
COc1cc(-c2nnn(CC(=O)NC3CCS(=O)(=O)C3)n2)ccc1OCc1ccccc1 (configuration not stated)	0.9	1	-10.3	0.9	1.1	17.6	0.9	5.1	1.41	-5.2
CC1(O)C(=O)c2ccccc2N(c2ccccc2)C1=O (configuration not stated)	0.8	1.1	-14.5	1	1.1	0.3	1.1	-9.6	1.27	-5.3
Cc1ccc(OCC(=O)N(Cc2ccc(N(C)C)cc2)C2CCS(=O)(=O)C2)cc1 (configuration not stated)	1.1	1	-8.8	0.8	1.1	0.8	1	-4.5	1.04	-7.2
CC1=CC(C)(C)n2c(O)c(N=NC(N)=S)c3cc(C)cc1c32	1	0.9	-5.0	1	0.9	-8.2	1	-1.8	0.99	6.0
CCCCN(CCCNC(=O)C1CCCN(S(=O)(=O)CC)C1)Cc1ccccc1 (configuration not stated)	1.1	0.9	-3.6	0.9	1	x	1	-2.7	0.97	-0.2
O=C1COc2ccc(C(=O)NC3CC3)cc2N1	0.9	1	-7.0	1	1	-8.1	1.1	-5.2	1.26	-0.2
CCOc1ccc(OCCSc2nc3ccccc3o2)cc1	0.7	1	-2.3	1	1	-16.9	0.9	5.0	1.2	2.8
CCC(C)NC(=S)N1CCN(Cc2ccc3c(c2)OCO3)CC1 (configuration not stated)	1	0.9	-3.8	1	1	-1.0	1	-4.8	1.03	-0.2
CSc1cccc(NC(=O)CSc2ccccc2)c1	0.7	0.8	-10.3	0.9	1.1	14.8	1	-4.8	1.69	-5.5
CC1=NN(c2ccc(C)c(C)c2)C(=O)/C1=C\C=C\c1ccc([N+](=O)[O-])o1	0.9	1.2	4.2	1.3	1	-94.8	1.1	-9.9	1.18	4.0
CCOC(=O)c1cc2cc(OC)ccc2[nH]1	0.9	1	-6.1	1.1	1.1	44.5	0.8	17.7	2.18	-8.8
Cc1nnc(NC(=O)CSc2cn(Cc3ccccc3)c3ccccc23)s1	1	1	-13.5	1	1	-13.3	1	-2.4	0.96	0.2
CCOCCCNC(=S)N1CCC(NC(=O)C2CCCCC2)CC1	0.9	1	-11.9	1	1	-16.3	1.1	-8.0	1.51	-1.0
CC(C)CCNC(=O)CN(Cc1cccs1)C(=O)CCC(=O)Nc1nccs1	1	0.9	-10.9	0.9	1	-11.9	1	-3.9	0.81	1.5
Cc1ccc(S(=O)(=O)N2CCCC(C(=O)NCCCN3CCCCC3C)C2)cc1 (configuration not stated)	1.1	1	-9.8	1	1	18.2	1	-4.4	0.44	1.3
COc1ccc(N(C)S(=O)(=O)c2cccc(C(=O)OC(C(=O)Nc3cc(C)cc(C)c3)c3ccccc3)c2)cc1 (configuration not stated)	0.9	0.9	-1.7	0.9	1	1.9	1	-1.3	0.78	0.3
CCC(=O)c1c[nH]c(C(=O)NCC2CCCO2)c1 (configuration not stated)	0.9	1	-2.4	1	1	-6.1	1	-4.1	1.15	-3.4
COC(=O)c1cc2ccsc2n1Cc1cccc(F)c1	0.9	0.9	-8.8	1	1	18.3	1	-2.3	1.19	1.4
Cc1noc(C)c1C(=O)OCC(=O)c1cc(C)n(Cc2ccccc2Cl)c1C	1	0.9	-0.7	0.9	1	71.5	0.9	10.6	1.46	-2.0
O=C(NC1(C(F)(F)F)N=C(c2ccccc2)NC1=O)c1ccc(Cl)cc1Cl (configuration not stated)	0.9	1	-6.6	1	1	-9.2	1	-2.7	1.54	-2.3
COc1ccc(OC)c(C2=NNC(=NCc3ccc4c(c3)OCO4)SC2)c1	1	0.8	1.5	0.9	1	-1.1	1	-3.1	0.81	2.4
Cc1nn(-c2ccccc2)c(C)c1C(=O)OCC(=O)N1CCN(S(=O)(=O)c2ccccc2)CC1	0.9	1	-9.8	1	1.1	7.7	1	-4.6	0.92	-6.9

Entries of single compounds as entered above. Values in the order: bIAP activator	PMI act	TNAP inh no acc	PMI act hi M6P	TNAP act hi DEA	APP 5'UTR act	FLuc act counter	FLuc inh counter	NF-kB expr up	TNAP inh hiacc
Results for O=C(CCCN1C(=O)c2ccccc2C1=O)NC1=NCCS1 : 1	0.9	-6.4	0.9	1	3.4	1	1.2	1.21	-0.7
Results for CCOc1ccc(C2=Nc3ccc(Br)cc3C(c3ccc(N4CCOCC4)cc3)=NN2)cc1 : 0.9	1.3	-2.5	1.6	1	30.4	0.9	9.1	2.04	-0.3
Results for C/C(CS(=O)(=O)c1ccccc1)=N\O : 1	0.9	-5.2	1	1	8.3	1.1	-7.0	0.99	-4.0
Results for COc1ccc(OC)c(C2=NNC(=NCc3ccc4c(c3)OCO4)SC2)c1 : 1	0.8	1.5	0.9	1	-1.1	1	-3.1	0.81	2.4
